Source: PubChem
STK33 inh: inhibitors of human STK33 kinase; hit rate 0.073% among 320,000; inhibition, % at 10 µM; Q9BYT3; purified STK33, MBP phosphorylation, ADP-Glo luminescence;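 active = inhibition at or above 25%, using the most active replicate where run in duplicate; inactive = inhibition below 25%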
Target sequence (Q9BYT3 whole entry, looked up): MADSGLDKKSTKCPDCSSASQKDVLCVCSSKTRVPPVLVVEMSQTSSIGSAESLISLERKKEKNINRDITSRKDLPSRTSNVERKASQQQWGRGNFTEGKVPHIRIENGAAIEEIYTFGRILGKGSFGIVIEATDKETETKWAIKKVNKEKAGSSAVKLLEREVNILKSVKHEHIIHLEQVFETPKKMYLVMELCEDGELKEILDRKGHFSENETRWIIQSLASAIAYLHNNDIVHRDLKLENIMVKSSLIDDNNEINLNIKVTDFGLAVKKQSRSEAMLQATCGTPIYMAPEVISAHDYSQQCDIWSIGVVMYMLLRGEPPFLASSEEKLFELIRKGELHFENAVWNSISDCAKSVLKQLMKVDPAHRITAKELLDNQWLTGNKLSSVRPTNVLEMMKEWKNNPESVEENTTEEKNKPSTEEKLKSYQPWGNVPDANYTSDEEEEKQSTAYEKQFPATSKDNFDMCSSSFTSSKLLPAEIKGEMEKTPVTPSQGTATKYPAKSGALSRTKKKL
* = called active by the depositor.

SMILES	STK33 inh
CCOC(=O)C1=CCC2c3c(c4ccccc4n3C)C(=O)C1N2C(=O)OC(C)(C)C (configuration not stated)	-0.4
Cc1sc2ncnc(N3CCC(C(=O)Nc4ccc(F)cc4Cl)CC3)c2c1C	1.3
O=C(COC(=O)CNC(=O)c1ccccc1)Nc1ccc(Cl)cn1	0.5
CCOC(=O)N1CCN(S(=O)(=O)c2ccc(OCC(=O)OC)cc2)CC1	-0.6
C[C@H](CO)N1C[C@H](C)[C@@H](CN(C)C(=O)NC2CCCCC2)Oc2ccc(NC(=O)c3ccncc3)cc2C1=O	0.2
CN(CC(=O)Nc1ccc(Cl)c(C(F)(F)F)c1)C(=O)COC(=O)C1CC2CCCC(C1)C2=O (configuration not stated)	-0.8
CN(C(=O)COC(=O)c1ccccc1OCc1ccc(F)cc1)C1CCS(=O)(=O)C1 (configuration not stated)	-0.8
Cc1ccc(Cl)cc1N1CCN(C(=O)CNC(=O)c2ccc(Br)o2)CC1	0.0
COc1ccc(S(=O)(=O)N2CCN(C(=O)c3cc(C4CC4)nn3-c3ccccc3)CC2)cc1OC	0.1
Cc1ccccc1N1C(=O)c2cc(S(N)(=O)=O)c(Cl)cc2NC1C (configuration not stated)	3.4
O=C(c1ccco1)N1CCN(C(=O)c2cc(=O)[nH]c3ccccc23)CC1	-1.0
Cc1cnc(NC(=O)c2cc(S(=O)(=O)N(C)C)ccc2N2CCCC2)s1	-0.9
CC(C)[C@H](NC(=O)c1ccccc1F)C(=O)NC1CCCCCCC1	-0.2
COc1ccc(-c2c(-c3cc(OC)cc(OC)c3)n(C)c3ccc(-c4ccc5[nH]ccc5c4)cc23)cc1	1.9
COc1ccc(N(CC(=O)Nc2nccs2)S(=O)(=O)c2c(C)nn(C)c2C)cc1	-0.6
COc1ccccc1N1CC(C(=O)Nc2ccc(C)c(S(=O)(=O)N3CCOCC3)c2)CC1=O (configuration not stated)	-0.1
Cc1nc(SCc2nc3ccc(C(=O)c4ccccc4)cc3[nH]2)c2oc3ccccc3c2n1	-0.8
Cc1cc(C(=O)NNC(=O)c2cccs2)c(C)o1	-1.2
Nc1nc(N)nc(-c2cc(O)ccc2O)n1	70*
COc1cc(CCC(=O)OCC(=O)N2CC(=O)Nc3ccccc32)cc(OC)c1OC	0.5
CCOc1ccc(NC(=O)CN(C)C(=O)CN2C(=O)C3CCCCC3C2=O)cc1OCC (configuration not stated)	0.6
COc1ccccc1NS(=O)(=O)c1ccc(C(=O)N2CCN(c3ccccn3)CC2)cc1	0.8
COc1ccc2c(c1)CCCC21NC(=O)N(CC(=O)N2CC(C)OC(C)C2)C1=O (configuration not stated)	-0.1
CN1C(=O)N(CC(=O)NCc2ccc(Cl)cc2Cl)C(=O)C12CCCCC2	-2.0
O=[N+]([O-])c1ccc(/C=N/NS(=O)(=O)c2ccc(Cl)cc2)o1	-0.5
CCOc1ncccc1C(=O)OCC(=O)Nc1ccc(Cl)cn1	-1.3
CCOc1cc(C(=O)NCc2ccc(F)cc2)ccc1OCC(=O)N1CCCCC1	-0.5
O=C(NCc1ccccc1C(F)(F)F)c1cccc2c1C(=O)c1ccc(N3CCCCC3)cc1S2(=O)=O	-1.4
Cc1ccccc1N=C(N)Nc1ccccc1C	1.0
CCOc1ccc(Oc2ccc(C(F)(F)F)cc2NC(=O)C2=COCCO2)cc1	1.0
O=C(Nc1ccc(S(=O)(=O)NC2=NCCCCC2)cc1)c1cccc(S(=O)(=O)N2CCOCC2)c1	0.4
CCN(C(=O)COC(=O)c1cnccn1)c1cccc2ccccc12	-0.6
COCCn1c(SCC(=O)NC2CC2)nnc1-c1ccc(Cl)cc1	0.3
CC(=O)c1ccc(NC(=O)C(C)OC(=O)c2ccc(Br)o2)cc1 (configuration not stated)	0.9
COc1cc(C#Cc2c(-c3cncn3C)n(C)c3ccc(-c4ccc5[nH]ccc5c4)cc23)cc(OC)c1	0.5
CC1(C)OC(=O)C(=NNc2ccc(O)cc2)C(=O)O1	-1.4
COc1ccc(NC(=O)CC2C(=O)Nc3ccccc3N2CC(=O)N2CCCC2)cc1 (configuration not stated)	0.0
O=C(Cn1cc([N+](=O)[O-])ccc1=O)Nc1ccc2c(c1)OCO2	0.0
COc1ccc2c(=O)c3c(=O)n(Cc4ccco4)c(-c4ccc(C)cc4)nc3oc2c1	-0.3
NC(=O)C1CCCN(C(=O)c2ccc3c(c2)NC(=O)CS3)C1 (configuration not stated)	-1.5
CSCCC(NC(=O)c1ccccc1Cl)C(=O)NCc1ccncc1 (configuration not stated)	-2.3
CC(c1ccc2c(c1)OCO2)n1c(=S)[nH]c2ccccc2c1=O (configuration not stated)	-1.5
O=C(COC(=O)Cc1ccccc1)NCc1ccc2c(c1)OCO2	-0.3
C[C@H](CO)N1C[C@H](C)[C@H](CN(C)Cc2ccc(-c3ccccc3)cc2)Oc2ccc(NS(=O)(=O)c3ccccc3)cc2CC1=O	-0.6
CCn1c2ccccc2c2nnc(SCCCn3c(=O)[nH]c4ccccc43)nc21	-0.2
O=C(CNC(=O)c1ccc(Cl)cc1Cl)OCC(=O)N1CCCC1	-1.5
CCOc1ccc(NC(=O)CN(C)C(=O)C2CSC3(C)CCC(=O)N23)cc1OCC (configuration not stated)	0.6
O=C(C[C@H]1C/C=C\C[C@H](Cc2ccc(F)cc2)C(=O)OCCNC1=O)NCCO	0.3
C#CCOCCOCCOCCNc1nc(N2CCN(C(=O)[C@H](CCCCN)n3cc(CCCC)nn3)CC2)nc(N2CCN(C(=O)[C@H](CCCCN)n3cc(CCC(=O)O)nn3)CC2)n1	-0.8
CCN(CC(=O)Nc1ccc(NC(C)=O)cc1)C(=O)c1ccc(C(=O)c2ccccc2)cc1	0.4
CCCC(=O)N(c1ccc2oc(=O)sc2c1)S(=O)(=O)c1cccs1	-1.2
COc1cc(OC)cc(-c2c(C#Cc3ccsc3)c3cc(Br)ccc3n2C)c1	-1.2
COc1ccc(OCC(=O)N(C)CC2COc3ccccc3O2)cc1 (configuration not stated)	-0.6
CN(c1ccc(OCCOc2ccccc2Cl)cc1)S(=O)(=O)c1ccccc1	-1.7
O=C(C[C@H]1C/C=C\CC[C@@H](Cc2ccc(F)cc2)C(=O)O[C@@H](c2ccccc2)CNC1=O)N[C@@H](CO)Cc1ccccc1	-0.2
O=S(=O)(c1ccc(SCCO)nc1)N1CCOCC1	-4.9
Cn1nc(-c2ccccc2)cc1NC(=O)c1ccc(Cl)cc1	-0.2
O=C1N[C@H](Cc2ccccc2)COC(=O)[C@H](Cc2ccc(F)cc2)C/C=C\C[C@H]1CC(=O)N(CCO)Cc1ccccc1	-0.4
COc1ccccc1/C=c1\sc2nc(-c3ccccc3OC)nn2c1=O	2.6
CC1Cc2ccccc2N1C(=O)Cn1cc([N+](=O)[O-])ccc1=O (configuration not stated)	0.0

New compounds follow.
SMILES	STK33 inh
CCC(=O)OCC(=O)C1(OC(=O)CC)[C@H](C)C[C@H]2[C@H]3[C@H]([C@@H](O)C[C@@]21C)[C@@]1(C)C=CC(=O)C=C1C[C@H]3Cl (some centres not stated)	-0.4
Cc1cnc(C(=O)OCC(=O)Nc2cc(S(=O)(=O)N3CCOCC3)ccc2Cl)cn1	0.9
Cn1nc(C(=O)OCC(=O)Nc2cc(Cl)ccc2C#N)c2ccccc2c1=O	-1.9
CCCNC(=O)CN1CCN(S(=O)(=O)c2ccc(Br)s2)CC1	-1.5
S=c1[nH]ncn1/N=C/c1ccccc1	0.2
O=S(=O)(NCCCCCCNS(=O)(=O)c1c(F)cccc1F)c1ccc2c(c1)OCCO2	-3.0
O=S(=O)(Nc1cc(S(=O)(=O)N2CCOCC2)ccc1NCC1CCCO1)c1ccccc1 (configuration not stated)	0.5
O=C(COC(=O)C1CCCCC1)Nc1cccc(Br)c1	1.7
CN(C)C1=NCCN1CCC1CCCCC1	1.0
Cc1cccc(NC(=O)CCn2nc(C)cc2C)c1	-0.5
CCc1sc(C(=O)NNC(=O)CNC(=O)c2ccccc2F)cc1C	-0.1
Cc1csc(SC(C)C(=O)Nc2ccccc2C)n1 (configuration not stated)	0.3
CCC(CC)NC(=O)c1cc(S(=O)(=O)N2CCCCC2)ccc1N1CCOCC1	-1.2
COc1ccc(C(=O)Oc2ccc(/C=N/NC(=O)c3cccnc3)cc2OC)cc1	-1.5
CCN(C[C@H]1N[C@@](Cc2ccccc2)(C(=O)OC)[C@H]2C(=O)N(C)C(=O)[C@@H]12)C(=O)Nc1ccc(F)cc1	0.0
Cc1cc(C(=O)COC(=O)/C=C/c2ccco2)c(C)n1C	-1.0
COc1ccc(N(CC(=O)NC2CCCCC2)S(=O)(=O)c2cccs2)cc1	-3.9
Cc1noc(C)c1S(=O)(=O)Nc1ccc2c(c1)CC(=O)N([C@H](C)CO)C[C@H](C)[C@H](CN(C)S(=O)(=O)c1ccc(F)cc1)O2	0.8
CCN1C(=O)[C@@H]2[C@H](C1=O)[C@@H]1C(=O)Nc3ccccc3C(=O)N1[C@@H]2c1cccc(C)c1	-0.9
CN(CC(=O)Nc1ccc(Cl)cc1)C(=O)COc1ncnc2ccccc12	-6.1
Cc1ccc(/C=C/C(=O)OCC(=O)NC(C)c2ccccc2)o1 (configuration not stated)	0.6
Cc1ccccc1NC(=O)C1CCCN1S(=O)(=O)c1ccccc1C(F)(F)F (configuration not stated)	-1.9
COC/C=C/C1=CC2=CC(=O)C(C)(OC(=O)c3ccco3)C(=O)C2=CO1 (configuration not stated)	1.4
O=C(CCNC(=O)c1ccccc1)NNC(=O)c1ccccc1Br	-1.6
NC(=O)C1CC(=O)N(c2ccc(OCC(=O)Nc3ccccc3F)cc2)C1 (configuration not stated)	0.0
CCCCN(C(=O)CSc1nc2ccccc2s1)c1c(N)n(CCCC)c(=O)[nH]c1=O	-1.5
O=C(c1ccc2c(c1)C(=O)N(CCCO)C2=O)c1ccc2c(c1)C(=O)N(CCCO)C2=O	0.2
NS(=O)(=O)c1cc(C(=O)NNC(=O)c2ccc3c(c2)OCO3)ccc1Cl	0.2
NC(=O)C1CCN(c2ccc(S(=O)(=O)N3CCCCC3)cc2[N+](=O)[O-])CC1	-0.4
CN(CC(=O)NCC1COc2ccccc2O1)S(=O)(=O)c1ccc(Cl)cc1 (configuration not stated)	-1.7
C[C@H]1[C@H](C)CC[C@]2(C)CC[C@]3(C)C(=CC(=O)C4[C@@]5(C)CC[C@H](O)C(C)(C)C5CC[C@]43C)[C@H]12 (some centres not stated)	-0.3
CCN(C(=O)CSc1nc(-c2cccs2)nc2ccccc12)C1CCS(=O)(=O)C1 (configuration not stated)	0.8
COCc1c(C(=O)N2CCN(Cc3ccc4c(c3)OCO4)CC2)oc2ccccc12	-0.2
CCCn1c(SCC(=O)N2CCc3ccccc32)n[nH]c1=O	0.3
Cc1ccccc1S(=O)(=O)N1[C@@H](c2ccc(F)cc2)C(C(=O)O)=CC[C@H]1c1ccc(Cl)cc1	-2.7
CC[C@@]1(C(=O)OC)N[C@H](CN(C)S(=O)(=O)c2ccccc2)[C@@H]2C(=O)N(Cc3ccccc3)C(=O)[C@@H]21	-0.5
Cc1ccc(S(=O)(=O)N(C)C)cc1NC(=O)C(C)OC(=O)c1cc[n+]([O-])cc1 (configuration not stated)	-1.9
CCOc1ccc(S(=O)(=O)NCCC(=O)NCC(c2ccco2)N2CCCCC2)cc1 (configuration not stated)	-1.1
O=C(Nc1ccc(Cl)c(S(=O)(=O)N2CCOCC2)c1)c1cccs1	0.9
O=S(=O)(c1ccc(Cl)nc1)N1CCC(Cc2ccccc2)CC1	0.7
C[C@@H]1NC(=O)[C@H](CCC(N)=O)NC(=O)c2cc([N+](=O)[O-])cc(I)c2NCCC[C@@H](C(N)=O)NC1=O	-0.8
CC1Cc2ccccc2N1S(=O)(=O)c1cccc(C(=O)NNC(=O)c2ccccc2F)c1 (configuration not stated)	0.2
CCC(CO)Oc1cc(NC(=O)c2cccc3ccccc23)c2ncn(C(C)C)c2c1 (configuration not stated)	2.1
CCOc1ccc(NC(=O)CN(C)C(=O)c2nc3nc(C)cc(C)n3n2)cc1OCC	1.3
CCN(C(=O)CN1CCCCC1)c1c(N)n(Cc2ccccc2)c(=O)[nH]c1=O	-1.1
CCN(Cc1nc2cc(Cl)ccc2c(=O)[nH]1)C(=O)c1nn(C)c(=O)c2ccccc12	-1.0
N#Cc1cc([N+](=O)[O-])ccc1NC(=O)CSc1n[nH]c(=O)[nH]c1=O	-1.1

A portion of the library; count on the stated rates, not on these rows.
